CSN deneddyl inh: inhibitors of CSN-mediated cullin deneddylation, primary screen, biochemical, fluorescence polarization, uHTS | Purified CSN, SCF-Nedd8-OG deneddylation | inhibition, % at 12.5 µM | 360,000 tested, 0.38% active;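 active = pattern-corrected inhibition above about 35%, with an unprinted fluorescence ratio check between 0.5 and 1.5, limit read from the data, passing the limit was not always enough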;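 also: 0% = enzyme with substrate and 100% = substrate without enzyme; some results filed as inactive read as strong as hits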
Target sequence (Q92905 whole entry, looked up, one chain of several): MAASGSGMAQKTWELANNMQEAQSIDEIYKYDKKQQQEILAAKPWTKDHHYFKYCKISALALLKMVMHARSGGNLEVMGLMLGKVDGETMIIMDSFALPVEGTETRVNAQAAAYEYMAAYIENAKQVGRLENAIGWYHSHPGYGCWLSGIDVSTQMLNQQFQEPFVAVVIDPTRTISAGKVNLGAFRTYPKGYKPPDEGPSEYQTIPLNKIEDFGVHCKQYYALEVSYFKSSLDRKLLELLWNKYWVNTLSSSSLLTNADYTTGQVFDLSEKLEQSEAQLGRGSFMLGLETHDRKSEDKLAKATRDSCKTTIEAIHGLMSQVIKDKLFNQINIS
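Material: purified human Csn5 enzyme expressed in HEK293T cells / Medium: Tris buffer pH 7.5, NaCl, DTT, Tween-20, trehalose, ovalbumin / Compound dosing: 12.5 µM single point / Schedule: 90 min incubation of compound, enzyme and substrate at room temperature / Signal: fluorescence polarization of the substrate / Control set: no-enzyme wells high, enzyme-with-substrate wells low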
LMPTP block: LMPTP phosphatase inhibitors, primary screen, biochemical, fluorescence intensity, uHTS. inhibition, % at 20 µM. AID 651560, 2012. 360,000 tested, 0.22% active. recombinant LMPTP-A, OMFP fluorogenic substrate;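 active = compounds that cut the enzyme signal by at least half of the control window in the single-dose screen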;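 also: plate controls were DMSO wells with enzyme plus substrate for no effect and substrate without enzyme for full effect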
Target sequence (P24666 whole entry, looked up): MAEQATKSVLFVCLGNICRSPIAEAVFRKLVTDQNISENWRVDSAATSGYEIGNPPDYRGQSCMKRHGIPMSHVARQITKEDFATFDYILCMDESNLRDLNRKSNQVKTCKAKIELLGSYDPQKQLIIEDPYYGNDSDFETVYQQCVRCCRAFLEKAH
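Assay system: LMPTP-A phosphatase enzyme | Input: 0.625 nM enzyme | Also added: Fluorogenic phosphatase substrate OMFP at 400 µM final | Compound dosing: One test concentration per compound, 20 µM, with 3% DMSO overall | Schedule: 50 min enzyme reaction at room temperature, protected from light | Signal: Fluorescence intensity | Benchmarks: no-enzyme and uninhibited controls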
MLLE-PAM2 inh: inhibitors of PABP1 MLLE–PAM2 peptide binding, primary screen, biochemical, fluorescence polarization, FITC-PAM2, GST-MLLE | inhibition, % at 20 µM | 360,000 tested, 0.36% active; in the data active = inhibition above about 35%, passing the limit was not always enough;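 also: plate controls were DMSO wells with GST-MLLE for no effect and wells lacking GST-MLLE protein for full effect; some results filed as inactive read as strong as hits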
TbMetRS inhib: T. brucei MetRS inhibitors, primary screen, biochemical, luminescence. methionyl-tRNA synthetase (Trypanosoma brucei brucei). purified T. brucei MetRS, ATP depletion, Kinase-Glo luminescence. inhibition, % at 11.9 µM. 360,000 tested, 0.4% active;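 active = inhibition above a per-plate cutoff of the control wells' mean inhibition plus 3 SD, cut at about 5.5% in these data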;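 also: 0% = DMSO wells median and 100% = median of wells with control inhibitor compound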
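Material: T. brucei methionyl-tRNA synthetase, purified; reagent: substrates ATP, L-methionine and bulk Escherichia coli tRNA; dosing: 11.9 µM single point; timing: 15 min plus 2 h at 25 °C; detection: luminescence of leftover ATP; evaluation: % inhibition; control set: DMSO-only wells as low control; replicates: singlicate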
NadD inh: inhibitors of S. aureus NadD, primary screen, biochemical, colorimetric, uHTS | Nicotinate-nucleotide adenylyltransferase NadD (Staphylococcus aureus N315) | purified NadD enzyme, colorimetric absorbance read-out | inhibition, % at 20 µM | 360,000 tested, 0.78% active | AID 602399, 2012; in the data active = inhibition above about 26%; also: some compounds past the cut are filed as inactive
DNMT1 block: human DNMT1 methyltransferase inhibitors, primary screen, biochemical, molecular beacon, fluorescence, HinP1I cleavage, uHTS; DNA (cytosine-5)-methyltransferase 1 (Homo sapiens), P26358; inhibition (reported as % activation of signal), % at 10 µM; 360,000 tested, 0.83% active; in the data active = inhibition above about 50%
STEP block: STEP phosphatase inhibitors, primary screen, biochemical, fluorescence intensity, uHTS; recombinant STEP, OMFP fluorogenic substrate; 360,000 tested, 0.25% active; Tyrosine-protein phosphatase non-receptor type 5 (Homo sapiens), P54829; inhibition, % at 20 µM;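 active = inhibition at 20 µM, scaled per plate between control wells, above about 37%, limit read from the data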;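 also: 0% = DMSO with enzyme and substrate and 100% = substrate only without enzyme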
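System: STEP (striatal-enriched tyrosine phosphatase) enzyme, cell-free; medium: Bis-Tris pH 6.0 buffer with DTT, detergent; dosing: 20 µM, 1% DMSO; times: reaction 20 min, ambient temperature; detection: fluorescence, 480/540 nm; read-out basis: normalized % inhibition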
Rpn11 block: Rpn11 (PSMD14) deubiquitinase inhibitors, primary screen, biochemical, fluorescence polarization, uHTS. 26S proteasome non-ATPase regulatory subunit 14 (Homo sapiens), O00487. human 26S proteasome, Ub4-pepOG fluorescence polarization; 20S core pre-blocked with epoxomicin. calls only at 20 µM. 360,000 tested, 0.59% active;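 active = inhibition at 20 µM, scaled to each plate's controls, above about 33%, limit read from the data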
Target sequence (O00487 whole entry, looked up): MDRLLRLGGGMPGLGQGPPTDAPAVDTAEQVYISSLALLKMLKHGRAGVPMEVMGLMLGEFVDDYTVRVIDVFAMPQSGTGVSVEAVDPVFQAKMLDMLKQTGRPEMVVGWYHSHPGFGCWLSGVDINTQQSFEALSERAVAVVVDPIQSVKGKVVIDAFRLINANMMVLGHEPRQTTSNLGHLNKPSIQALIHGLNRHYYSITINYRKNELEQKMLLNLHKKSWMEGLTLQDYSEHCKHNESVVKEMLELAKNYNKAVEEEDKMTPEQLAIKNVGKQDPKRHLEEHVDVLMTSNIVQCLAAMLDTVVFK
Scp1 inh: Scp-1 phosphatase inhibitors, primary screen, biochemical, colorimetric, uHTS; Carboxy-terminal domain RNA polymerase II polypeptide A small phosphatase 1 (Homo …; inhibition, % at 20 µM; Recombinant Scp1, phosphopeptide, malachite green phosphate absorbance; AID 493091, 2011; 340,000 tested, 0.88% active;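 active = inhibition above about 50% at 20 µM, limit read from the data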;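 also: plate controls were DMSO wells with enzyme for no effect and wells lacking enzyme for full effect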
Target sequence (Q9GZU7 76-261 limits assumed): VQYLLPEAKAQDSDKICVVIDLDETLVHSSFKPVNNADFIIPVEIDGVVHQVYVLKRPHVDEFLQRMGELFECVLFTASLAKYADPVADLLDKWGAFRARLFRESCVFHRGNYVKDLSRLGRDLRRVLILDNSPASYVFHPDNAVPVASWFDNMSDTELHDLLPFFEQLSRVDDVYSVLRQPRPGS
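Incubation: 45 min enzyme reaction at room temperature / System: truncated SCP-1 phosphatase (76-261aa) / Reagent: Phospho 17-mer peptide substrate / Buffer or medium: Acidic Tris acetate buffer with magnesium and detergent / Signal: absorbance at 630 nm / Doses: one concentration, 20 µM, with 1.0% DMSO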
SUMO1 PPI mod: modulators of SUMO1 protein-protein interactions, primary screen, biochemical, uHTS. SUMO1 binding to a labelled peptide, TR-FRET, 1 h. inhibition, % at 20 µM. 360,000 tested, 0.33% active; in the data active = inhibition above about 37%
* hit, by the source's call; i = inactive; . = not tested or not shown.

entry	SMILES	Scp1 inh	DNMT1 block	STEP block	Rpn11 block	SUMO1 PPI mod
1	Cc1ccc(S(=O)(=O)N2CCN(C(=O)c3ccccc3)CC2)c(C)c1NS(C)(=O)=O	-1	-3	1	i	1
2	O=C(CSc1nnc(C2CC2)n1-c1ccccc1)NCCN1C(=O)CSC1=O	0	0	8	i	3
3	O=C(CCC(=O)OCCCC(F)(F)C(F)(F)F)NC1CCCCC1	0	0	-3	i	0
4	O=C(Nc1nc2ccc(S(=O)(=O)N3CCCC3)cc2s1)c1cccs1	-9	7	-2	i	8
5	O=C(NCCOc1ccccc1)C1CCC(=O)N(CCCN2CCOCC2)C1 (centres undefined)	-11	2	2	i	-3
6	CC(C)C[C@@H](CN1CCCC1CN1C(=S)NC[C@@H]1Cc1ccc(O)cc1)N1C[C@H](Cc2ccc(O)cc2)N(CC2CCCCCC2)C1=S (some centres undefined)	24	-25	-2	i	5
7	CCN(c1ccccc1)S(=O)(=O)c1ccc2[nH]cc(C(=O)N3CCOCC3)c(=O)c2c1	52*	14	13	i	-2
8	Cc1cccc(N2CCN(C(=O)c3cccc(N4C(=O)C5C6C=CC(C6)C5C4=O)c3)CC2C)c1 (centres undefined)	-5	0	3	i	-5
9	CCn1cc(/C=C(\NC(=O)c2ccccc2)C(=O)NCCN2CCOCC2)c2ccccc21	.	-2	0	i	-15
10	CSc1ccc(Cl)c(C(=O)OCC(=O)NCC(C)C)c1	-2	-1	1	i	1

entry	NadD inh	TbMetRS inhib	CSN deneddyl inh	LMPTP block	MLLE-PAM2 inh
1	-8	-0.5	4	-0.9	15
2	-8	-0.6	2	-0.4	-6
3	6	-0.6	4	1.5	-5
4	1	-0.2	0	1.5	-2
5	-8	-0.7	-6	-1.1	0
6	55*	-0.5	-1	4.9	15
7	2	-0.6	-3	-0.3	14
8	-1	-0.1	4	0.9	8
9	-1	0.5	4	-0.8	-5
10	-1	-0.9	2	-0.9	3

Carrying on.
entry	SMILES	Scp1 inh	DNMT1 block	STEP block	Rpn11 block	SUMO1 PPI mod
11	Cn1c2c(c(=O)n(C)c1=O)C1(C(=O)Nc3ccccc31)C(C#N)=C(N)O2 (centres undefined)	0	2	2	i	-3
12	CN(Cc1ccco1)C(=O)CN1C(=O)NC2(CCCCC2)C1=O	16	11	2	i	7
13	CC(C)(CO)NC(=O)c1ccc2nc(Cc3cccc(Cl)c3)oc2c1	-6	-4	0	i	-1
14	COCCN(C(=O)COC(=O)/C=C/c1ccc(Cl)c(Cl)c1)c1c(N)n(Cc2ccccc2)c(=O)[nH]c1=O	0	11	1	i	-1
15	O=C(CSc1nncn1-c1ccccc1)Nc1cc(Cl)cc(Cl)c1	-2	1	3	i	3
16	COc1ccccc1COCC(O)CNCCc1ccc(C(F)(F)F)cc1 (centres undefined)	0	-2	0	i	3
17	O=C(Nn1cnnc1)c1cc(-c2ccccn2)nc2ccccc12	3	-11	4	i	1
18	O=C(Cc1c(Cl)cccc1Cl)NC1CC1	-6	1	1	i	5
19	CCOC(=O)N/N=C1\CC(C)S(=O)(=O)c2ccc(Cl)cc21 (centres undefined)	-4	4	-2	i	-12
20	CC(C)(C)c1cc(C(=O)Nc2cccnc2)cc(C(=O)Nc2cccnc2)c1	4	-3	2	i	13

entry	NadD inh	TbMetRS inhib	CSN deneddyl inh	LMPTP block	MLLE-PAM2 inh
11	3	-0.3	-1	-0.3	7
12	-3	-0.3	2	-0.1	12
13	3	-0.5	1	1.1	4
14	-3	-0.3	1	-0.8	9
15	8	-0.1	-3	-0.6	8
16	-5	-0.4	-5	-3.7	-11
17	-5	-1.0	0	-1.4	-4
18	0	-0.6	-2	-1.1	4
19	1	-0.6	3	-0.6	14
20	2	0.2	-1	-0.1	23

Next entries.
entry	SMILES	Scp1 inh	DNMT1 block	STEP block	Rpn11 block	SUMO1 PPI mod
21	O=C(NCCCl)c1ccc(OCc2ccccc2)cc1Cl	-2	3	0	i	-1
22	O=S(=O)(c1cccs1)N1CCN(c2cccc(Cl)c2)CC1	-10	-4	0	i	15
23	Nc1ccn([C@@H]2O[C@H](C(=O)Nc3ccc(C(=O)N4CCCCC4)cc3)[C@@H](O)[C@H]2O)c(=O)n1	.	2	-3	i	4
24	CCN1C(=O)[C@@H]2[C@@H](c3ccc(SC4CCCCC4)c(OC)c3)N3CCCC[C@@]3(C(=O)OC)[C@@H]2C1=O	53*	-18	-1	i	-6
25	COC(=O)c1ccc2c(c1)c(C#Cc1ccccc1)c(-c1ccccc1)n2C	-4	2	5	i	3
26	NC(=S)N/N=C/c1cccc(/C=N/NC(N)=S)c1	6	-2	-1	i	-25
27	CCn1c(=O)c(C(=O)CN(C)CC(=O)Nc2ccccc2Br)c(N)n(Cc2ccccc2)c1=O	-6	-6	2	i	1
28	CC(=O)Nc1ccc(CN2CCN(C3CCCCC3)C(CCO)C2)cc1 (centres undefined)	-2	-2	3	i	0
29	O=C(N/N=C/C(Br)=C/c1ccccc1)c1n[nH]c2c1CCC2	6	57*	1	i	0
30	COc1cc(OC)nc(Oc2cc(C=O)ccc2OC)n1	-3	-1	-2	i	-2

entry	NadD inh	TbMetRS inhib	CSN deneddyl inh	LMPTP block	MLLE-PAM2 inh
21	-9	-0.1	2	-1.0	-8
22	-3	-0.3	2	1.4	-4
23	-3	-0.2	-1	-2.5	5
24	6	0.1	-1	3.1	0
25	-2	-0.1	4	3.1	-7
26	20	0.8	0	2.3	11
27	9	-0.3	-1	2.3	-14
28	-3	-1.0	2	-1.0	-3
29	30	-0.1	4	4.5	8
30	-1	-0.6	-5	-0.5	-1

New compounds follow:
entry	SMILES	Scp1 inh	DNMT1 block	STEP block	Rpn11 block	SUMO1 PPI mod
31	O=C(O)c1cccc(N/C(=N\S(=O)(=O)c2ccccc2)c2ccccc2)c1	-3	7	0	i	1
32	O=C(Cc1n[nH]c(=O)[nH]c1=O)N/N=C/c1ccccc1O	-9	-2	-2	i	-4
33	Cn1cccc1-c1cc(C(=O)O)[nH]n1	-1	1	-4	i	0
34	CC12CCC(C(=O)N(NC(=O)c3ccccc3O)C1=O)C2(C)C (centres undefined)	-10	2	2	i	7
35	COc1ccc(NS(=O)(=O)/C=C/c2ccc(OC)c(OC)c2)cc1	-5	0	2	i	6
36	COc1ccc(-c2noc(N3CCC(C(=O)Nc4ccc(OC)c(OC)c4)CC3)n2)cc1	-7	7	-6	i	0
37	CCN(CC(=O)Nc1ccc(NC(C)=O)cc1)C(=O)c1cc(CN2C(=O)c3ccccc3C2=O)ccc1OC	-6	-1	-1	i	-12
38	Cc1cc(-c2nc3ncccc3o2)ccc1N	-5	-3	-1	i	0
39	Nc1nc(Oc2ccc(F)cc2)c(Br)c(=O)[nH]1	1	4	-8	i	6
40	CCCn1nc(C(=O)Nc2ccc(S(=O)(=O)Nc3ncccn3)cc2)c2ccccc2c1=O	-16	-2	-3	i	5

entry	NadD inh	TbMetRS inhib	CSN deneddyl inh	LMPTP block	MLLE-PAM2 inh
31	-3	0.2	2	-1.2	12
32	0	-0.5	-1	-1.1	-1
33	0	-0.3	3	-1.7	13
34	-3	-0.7	-6	1.5	0
35	2	-0.5	-5	0.5	-4
36	2	-1.1	3	0.3	5
37	1	-0.2	3	2.5	-2
38	7	0.1	11	0.7	-14
39	-3	-1.1	1	-3.0	0
40	0	0.2	1	0.4	-11

(cont.)
entry	SMILES	Scp1 inh	DNMT1 block	STEP block	Rpn11 block	SUMO1 PPI mod
41	NS(=O)(=O)c1ccc(CCNC(=O)c2ccc([N+](=O)[O-])cc2[N+](=O)[O-])cc1	-2	2	-1	i	-33
42	O=C(Nc1ccc2c(c1)C(=O)N(CC1CCCO1)C2=O)c1ccccc1Br (centres undefined)	-8	-2	1	i	-23
43	O=C(NCc1ccccn1)c1cccc(S(=O)(=O)Nc2ccccc2Cl)c1	-7	5	2	i	7
44	CC1CC(C)CN(C(=O)CCNS(=O)(=O)c2ccc3c(c2)CCC(=O)N3)C1 (centres undefined)	-7	-3	4	i	3
45	O=C(c1cccc(OC2CCN(Cc3cccc(OCCO)c3)CC2)c1)N1CCCC1	-10	-1	0	i	-12

entry	NadD inh	TbMetRS inhib	CSN deneddyl inh	LMPTP block	MLLE-PAM2 inh
41	-1	0.7	-6	-0.6	5
42	-3	-0.4	-4	0.4	-8
43	6	-0.2	-6	-1.2	7
44	-2	-0.5	-5	-0.1	3
45	-7	-0.4	2	7.5	3

Arranged by SMILES length (largest number first): 7 of the compounds above.
entry	SMILES	Scp1 inh	DNMT1 block	STEP block	Rpn11 block	SUMO1 PPI mod
37	CCN(CC(=O)Nc1ccc(NC(C)=O)cc1)C(=O)c1cc(CN2C(=O)c3ccccc3C2=O)ccc1OC	-6	-1	-1	i	-12
41	NS(=O)(=O)c1ccc(CCNC(=O)c2ccc([N+](=O)[O-])cc2[N+](=O)[O-])cc1	-2	2	-1	i	-33
40	CCCn1nc(C(=O)Nc2ccc(S(=O)(=O)Nc3ncccn3)cc2)c2ccccc2c1=O	-16	-2	-3	i	5
36	COc1ccc(-c2noc(N3CCC(C(=O)Nc4ccc(OC)c(OC)c4)CC3)n2)cc1	-7	7	-6	i	0
44	CC1CC(C)CN(C(=O)CCNS(=O)(=O)c2ccc3c(c2)CCC(=O)N3)C1 (centres undefined)	-7	-3	4	i	3
45	O=C(c1cccc(OC2CCN(Cc3cccc(OCCO)c3)CC2)c1)N1CCCC1	-10	-1	0	i	-12
39	Nc1nc(Oc2ccc(F)cc2)c(Br)c(=O)[nH]1	1	4	-8	i	6

entry	NadD inh	TbMetRS inhib	CSN deneddyl inh	LMPTP block	MLLE-PAM2 inh
37	1	-0.2	3	2.5	-2
41	-1	0.7	-6	-0.6	5
40	0	0.2	1	0.4	-11
36	2	-1.1	3	0.3	5
44	-2	-0.5	-5	-0.1	3
45	-7	-0.4	2	7.5	3
39	-3	-1.1	1	-3.0	0

Compound activity deposited in PubChem BioAssay by several laboratories.
